Nrf2 block: inhibitors of Nrf2 signaling; A549 ARE-Fluc reporter, luciferase luminescence, 18-24 h; Potency, µM (titrated, usually from 46 µM), without a hit: at the top dose activity change, negative = inhibition, most hits filed as inhibitors; hit rate 2.1% among 360,000; further: potency means the concentration at half of the fitted maximal effect; on the % scale 0 is the no-effect control and ±100 the full control effect; nearly all actives have a fitted effect of over 60% in size
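In this cell-based qHTS, ARE-driven firefly luciferase in A549 cells reports Nrf2 activity; the luminescent signal after BugLite lysis is the measured value, with a prior CellTiter-Fluor read for cell health.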
Nrf2 ARE act: activators of Nrf2 (ARE) signaling | AREc32 ARE-luciferase reporter (MCF7-derived line), luminescence, 24 h | Potency, µM (doses to about 46.1 µM), for the others: at the top dose activation, most hits filed as activators | hit rate 0.31% among 410,000; further: potency means the concentration at half of the fitted maximal effect; % of control where 0% means no effect; nearly all actives have a fitted effect of over 65% in size
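AREc32_Fluc, 1000 cells/well, OPTI-MEM + 5% FBS, o/n 37 deg C 5% CO2; 23 nL cpd by pin tool, 24 hr; Steady-Glo 30 min RT, luminescence.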
HepG2 viability: HepG2 cytotoxicity, counter-screen for TGF-b inhibitors; HepG2 CAGA-GFP viability, ATP luminescence, 18 h; Potency, µM (doses to about 46.1 µM), for inactives: at the highest dose activity change, negative = cytotoxicity, actives largely listed as cytotoxic; hit rate 0.76% among 410,000; AID 588856; further: potency means the concentration at half of the fitted maximal effect; some results filed as inactive show a strong effect at the top dose
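HepG2 CAGA-GFP cells (1000/well, DMEM with 1% FBS) received compound, then TGF-beta at 500 pg/mL final, and were incubated 18 hours at 37 degrees C. Viability was read by CellTiter-Glo luminescence. Media-only wells were set as complete cell-killing and DMSO as no toxicity.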
TGFb inhibitor: TGF-b pathway inhibition | HepG2 CAGA-GFP TGF-b/SMAD3 reporter, GFP fluorescence, 18 h; TGF-beta stimulated, 500 pg/mL final | Potency, µM (top dose mostly 46.1 µM), for the others: top-dose activity, negative = inhibition, most hits filed as inhibitors | hit rate 1.2% among 410,000; further: potency means the concentration at half of the fitted maximal effect; on the % scale 0 is the no-effect control and ±100 the full control effect; nearly all actives have a fitted effect of over 65% in size
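First, reporter cells (HEPG2 CAGA-GFP) rested 2 h at 37 degrees C. Next, compounds were pinned in and TGF-beta added to 500 pg/mL final. After 18 h, GFP was imaged per cell and summed per well.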
EPAC2 ag: EPAC2 (human) agonism; Q8WZA2; EPAC2 activation, biochemical qHTS; response scale: 100% = 6.5 mM cAMP response; Potency, µM (series often up to 154 µM), without a hit: at the top dose activation, most hits filed as activators; hit rate 0.079% among 360,000; AID 720711; further: potency means the concentration at half of the fitted maximal effect; nearly all actives have a fitted effect of over 50% in size
Target sequence (Q8WZA2 whole entry, looked up): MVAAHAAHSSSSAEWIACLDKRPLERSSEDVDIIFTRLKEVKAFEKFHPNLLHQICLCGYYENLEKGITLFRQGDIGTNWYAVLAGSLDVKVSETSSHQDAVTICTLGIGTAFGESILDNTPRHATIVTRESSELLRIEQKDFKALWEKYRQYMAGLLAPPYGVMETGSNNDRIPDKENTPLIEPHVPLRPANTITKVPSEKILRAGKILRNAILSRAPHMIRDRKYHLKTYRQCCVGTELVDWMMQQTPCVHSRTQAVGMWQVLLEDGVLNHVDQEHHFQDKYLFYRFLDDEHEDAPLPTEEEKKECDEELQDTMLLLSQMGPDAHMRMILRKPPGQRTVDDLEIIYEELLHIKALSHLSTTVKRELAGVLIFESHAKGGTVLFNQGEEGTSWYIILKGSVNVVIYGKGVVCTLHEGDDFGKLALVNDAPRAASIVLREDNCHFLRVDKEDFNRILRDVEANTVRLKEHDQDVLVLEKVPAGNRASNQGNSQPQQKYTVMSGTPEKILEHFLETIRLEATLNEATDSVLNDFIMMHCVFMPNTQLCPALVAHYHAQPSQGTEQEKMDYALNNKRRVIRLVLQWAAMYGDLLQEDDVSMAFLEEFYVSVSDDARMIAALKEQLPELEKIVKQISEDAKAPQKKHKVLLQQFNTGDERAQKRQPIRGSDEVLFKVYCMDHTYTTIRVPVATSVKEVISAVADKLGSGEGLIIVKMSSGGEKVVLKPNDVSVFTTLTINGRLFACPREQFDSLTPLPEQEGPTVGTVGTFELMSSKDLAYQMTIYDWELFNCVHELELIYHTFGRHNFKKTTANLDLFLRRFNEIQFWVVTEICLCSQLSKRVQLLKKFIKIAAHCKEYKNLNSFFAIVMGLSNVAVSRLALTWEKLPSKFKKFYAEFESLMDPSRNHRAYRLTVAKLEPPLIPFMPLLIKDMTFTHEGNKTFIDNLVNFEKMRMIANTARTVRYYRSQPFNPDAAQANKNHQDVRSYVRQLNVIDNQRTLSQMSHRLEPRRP
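Setup: EPAC2 100 nM, labeled Rap1B complex 250 nM, free GDP 50 uM. Compound titrations pinned in, brief spin, 5 min room temperature incubation. Kinetic fluorescence read over 30 min, normalized to 6.5 mM cAMP.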
ATXN viability: cell viability loss in ATXN counter-screen. S2 cells (HEK-293 line with an ATXN2-luciferase reporter) viability, CellTiter-Fluor protease fluorescence, 24 h. Potency, µM (doses to about 56.7 µM), usual class: cytotoxic. hit rate 0.49% among 400,000. AID 651635; further: potency means the concentration at half of the fitted maximal effect; nearly all actives have a fitted effect of over 40% in size
ATXN2 expr inh: inhibitors of ATXN2 expression; Potency, µM (top dose mostly 57 µM), without a hit: top-dose activity change, negative = inhibition, most hits filed as inhibitors; hit rate 0.72% among 360,000; HEK-293 ATXN2-luciferase reporter, luminescence, 24 h; further: potency means the concentration at half of the fitted maximal effect; on the % scale 0 is the no-effect control and ±100 the full control effect; nearly all actives have a fitted effect of over 55% in size
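ATXN2-luciferase reporter cells (luciferase flanked by upstream and downstream ATXN2 gene portions) were treated 24 h at 37 °C with compounds at up to 57 uM. SteadyGlo luminescence gave expression; GF-AFC fluorescence gave viability.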
IL2 activator: activates IL-2 in a cell-based reporter assay; IL-2 activation reporter assay, cell-based qHTS; stimulated with anti-CD3/CD4/CD28 beads; in transgenic mouse T cells; activation, % (series mostly up to about 46 µM); hit rate 0.065% among 360,000; AID 652025; in the data active means activation above about 50%; inconclusive means mostly about 30% to 49%; further: 0% is about no effect
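Screening format: compound pinned onto unstimulated transgenic mouse T cells, 60 min incubation, then anti-CD3/anti-CD4/anti-CD28 bead stimulation for 18 hours at 37 degrees C, followed by EGFP and DsRed detection.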
A549 viability: A549 cytotoxicity, counter-screen for Nrf2 inhibitors; A549 ARE-Fluc cells, CellTiter-Fluor viability, 18-24 h; Potency, µM (series often up to 46 µM), for the others: top-dose activity change, negative = cytotoxicity, hits mostly inhibitors; hit rate 0.16% among 390,000; further: potency means the concentration at half of the fitted maximal effect; on the % scale 0 is the no-effect control and ±100 the full control effect
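Cytotoxicity counterscreen: CellTiter-Fluor fluorescence was measured in A549 ARE_Fluc cells after 18-24 h of compound exposure in a concentration series. The subsequent BugLite luminescent read reports ARE-luciferase activity.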
The depositor's hits bear a star; [ ] = another dose, or the depositor's remark. Unless noted, the call rests on the fitted dose curve; in most records, active means well fitted curve in the direction sought with a large enough effect; inconclusive means small, poorly fitted or top-dose-only effect, or another doubt; inactive means no such curve, though single readings can be large; an effect the other way counts as inactive or inconclusive.

Screening Cc1noc(C)c1S(=O)(=O)N(CC(=O)NCc1ccc2c(c1)OCO2)c1ccc(C(C)C)cc1 returned Nrf2 block -3.0%, Nrf2 ARE act 0.2%, HepG2 viability -9.5%, TGFb inhibitor -12.4%, EPAC2 ag 2.5%, ATXN viability inactive, ATXN2 expr inh -10.5%, IL2 activator -0.2 and A549 viability -1.5%.
Screening CCCCSc1n[nH]c(N)n1 returned Nrf2 block inconclusive, Nrf2 ARE act 2.6%, HepG2 viability 14.3%, TGFb inhibitor 1.1%, EPAC2 ag 2.1%, ATXN viability inactive, IL2 activator -2.8 and A549 viability 0.0%.
CC1(NC(=O)c2cc(-c3cccs3)nn2-c2ccccc2)CCS(=O)(=O)C1 (centres undefined) was read as Nrf2 block 2.8%, Nrf2 ARE act 0.4%, HepG2 viability 0.0%, TGFb inhibitor 11.7%, EPAC2 ag 8.5%, ATXN viability inactive, ATXN2 expr inh -4.9%, IL2 activator 0.1 and A549 viability 0.0%.
Cc1nc(-c2ccc(Cl)cc2)sc1C1(C)CC(c2ccncc2)=NO1 (centres undefined) was read as Nrf2 block -18.0%, Nrf2 ARE act 8.0%, HepG2 viability -25.3%, TGFb inhibitor -12.8%, EPAC2 ag 11.0%, ATXN viability inactive, ATXN2 expr inh -5.7%, IL2 activator -0.3 and A549 viability 10.9%.
For COc1ccc(NC(=O)C2CC(=O)N(Cc3ccc(C)cc3)C2)cc1S(=O)(=O)N1CCCCC1 (centres undefined) the results were Nrf2 block inconclusive, Nrf2 ARE act 2.0%, HepG2 viability -37.6%, TGFb inhibitor -16.6%, EPAC2 ag 18.0%, ATXN viability inactive, ATXN2 expr inh -7.8%, IL2 activator -2.6 and A549 viability 0.2%.
CCN=C(NCC)SC1CC(=O)N(c2cccc(OCC)c2)C1=O (centres undefined) was read as Nrf2 block -12.0%, Nrf2 ARE act -0.2%, HepG2 viability 0.9%, TGFb inhibitor 6.4%, EPAC2 ag 4.1%, ATXN viability inactive, ATXN2 expr inh -5.7%, IL2 activator 0.1 and A549 viability 3.0%.
Screening O=C(NCc1ccccc1Cl)C1CCC(=O)N(CCCN2CCCC2=O)C1 (centres undefined) returned Nrf2 block 1.4%, Nrf2 ARE act 2.2%, HepG2 viability 23.0%, TGFb inhibitor 12.6%, EPAC2 ag -0.4%, ATXN viability inactive, ATXN2 expr inh 0.9%, IL2 activator 1.6 and A549 viability 7.9%.
Screening CCOC(=O)C1CCN(c2nc3ccccc3nc2Cl)CC1 returned Nrf2 block 1.3%, Nrf2 ARE act -1.5%, HepG2 viability 4.6%, TGFb inhibitor 2.3%, ATXN viability inactive, ATXN2 expr inh 5.2% and A549 viability -1.3%.
For O=C(Nc1ccccc1N1CCOCC1)c1ccc(F)c(S(=O)(=O)N2CCOCC2)c1 the results were Nrf2 block -12.5%, Nrf2 ARE act -0.3%, HepG2 viability -4.0%, TGFb inhibitor 2.9%, EPAC2 ag 10.9%, ATXN viability inactive, ATXN2 expr inh -7.6%, IL2 activator 1.0 and A549 viability 2.0%.
Screening CC(C)NS(=O)(=O)c1ccc(OCC(=O)Nc2ccccc2F)cc1 returned Nrf2 block -22.1%, Nrf2 ARE act 2.0%, HepG2 viability -7.3%, TGFb inhibitor -25.9%, EPAC2 ag 6.5%, ATXN viability inactive, ATXN2 expr inh 14.8%, IL2 activator 0.1 and A549 viability -3.1%.
`Cc1ccc(S(=O)(=O)N2CCN(C(=O)COC(=O)c3ccc([N+](=O)[O-])o3)CC2)c(C)c1` gave Nrf2 block 1.9%, Nrf2 ARE act 12.2%, HepG2 viability -20.3%, TGFb inhibitor -17.1%, EPAC2 ag 13.0%, ATXN viability inactive, ATXN2 expr inh 1.6%, IL2 activator 0.9 and A549 viability -3.4%.
`CC(C)(C)C(=O)Nc1ccc(NC(=O)c2ccco2)nc1` gave Nrf2 block 2.06µM*, Nrf2 ARE act -1.6%, HepG2 viability -10.2%, TGFb inhibitor 14.4%, EPAC2 ag 12.4%, ATXN viability inactive, ATXN2 expr inh 0.891µM*, IL2 activator -2.6 and A549 viability -1.9%.
`CCOC(=O)C1=C(CN2CCN(c3ccccc3F)CC2)NC(=O)NC1c1ccc(OC)cc1` (centres undefined) gave Nrf2 block 18.4µM*, Nrf2 ARE act -0.3%, HepG2 viability 5.4%, TGFb inhibitor 7.8% and A549 viability -21.3%.
For COc1ccc(NC(=O)C2Cc3c(-c4cccc(F)c4)ccnc3O2)cc1 (centres undefined) the results were Nrf2 ARE act 0.3%[9.22 µM], HepG2 viability -3.3%, TGFb inhibitor 26.8%, EPAC2 ag 15.8%, ATXN viability inactive, ATXN2 expr inh -19.3% and IL2 activator -0.5.
`COc1ccc(C(O)c2nc(-c3cc4ccccc4o3)cs2)cc1` (centres undefined) gave Nrf2 ARE act 7.2%, HepG2 viability -5.8%, TGFb inhibitor -16.9%, EPAC2 ag 1.4%, ATXN viability inactive, ATXN2 expr inh 24.0% and IL2 activator -0.6.
For CCc1nn(CC(=O)NCCN(CC)CC)c(=O)c2cc3occc3n12 the results were Nrf2 block 18.1%, Nrf2 ARE act 0.1%, HepG2 viability -8.8%, TGFb inhibitor -11.5%, ATXN viability inactive, ATXN2 expr inh -2.6% and A549 viability 2.7%.
`Cn1ccs/c1=N\S(=O)(=O)c1ccc(Br)cc1` gave Nrf2 block 13.3%, Nrf2 ARE act 0.0%, HepG2 viability -37.2%, TGFb inhibitor 6.7%, EPAC2 ag -6.5%, ATXN viability inactive, ATXN2 expr inh 0.7%, IL2 activator 1.6 and A549 viability 1.8%.
Screening Cc1cc(C)c(N(CC(=O)NC(C)(C)C)C(=O)CNC(=O)c2cccs2)c(C)c1 returned Nrf2 block inconclusive, Nrf2 ARE act 2.9%, HepG2 viability -9.0%, TGFb inhibitor -18.0%, EPAC2 ag 3.0%, ATXN viability inactive, ATXN2 expr inh 2.5%, IL2 activator 0.5 and A549 viability 5.8%.
`CCOC(=O)Cn1c(=S)[nH]c2c(oc3ccc(Cl)cc32)c1=O` gave Nrf2 block 1.6%, Nrf2 ARE act 2.8%, HepG2 viability -20.1%, TGFb inhibitor -0.4%, EPAC2 ag -0.3%, ATXN viability inactive, ATXN2 expr inh -11.6%, IL2 activator 0.1 and A549 viability -2.3%.
Screening CCOC(=O)CNC(=O)CNC(=O)c1ccc(OC(C)C)cc1 returned Nrf2 block 0.5%, Nrf2 ARE act 0.1%, HepG2 viability 8.1%, TGFb inhibitor 9.0%, EPAC2 ag 7.7%, ATXN viability inactive, IL2 activator 0.6 and A549 viability -7.8%.

Next section, starting with the last 2 of the part before.
`CCOC(=O)Cn1c(=S)[nH]c2c(oc3ccc(Cl)cc32)c1=O` gave Nrf2 block 1.6%, Nrf2 ARE act 2.8%, HepG2 viability -20.1%, TGFb inhibitor -0.4%, EPAC2 ag -0.3%, ATXN viability inactive, ATXN2 expr inh -11.6%, IL2 activator 0.1 and A549 viability -2.3%.
Screening CCOC(=O)CNC(=O)CNC(=O)c1ccc(OC(C)C)cc1 returned Nrf2 block 0.5%, Nrf2 ARE act 0.1%, HepG2 viability 8.1%, TGFb inhibitor 9.0%, EPAC2 ag 7.7%, ATXN viability inactive, IL2 activator 0.6 and A549 viability -7.8%.
For C=CCNC(=S)NNC(=O)C(CCC(C)C)CC(C)O (centres undefined) the results were Nrf2 ARE act -0.3%, HepG2 viability 7.9%, TGFb inhibitor 6.1%, EPAC2 ag -1.2%, ATXN viability inactive, ATXN2 expr inh 5.1%, IL2 activator 3.3 and A549 viability -0.9%.
Cc1ccc(NC(=O)CSc2nnc(-c3ccncc3)n2C)cc1S(=O)(=O)N1CCOCC1 was read as Nrf2 block 4.6%, Nrf2 ARE act -0.4%, HepG2 viability -5.3%, TGFb inhibitor -9.4%, EPAC2 ag 1.4%, ATXN viability inactive, ATXN2 expr inh -8.3%, IL2 activator 0.7 and A549 viability 7.6%.
For CC1CCN(c2ncccc2C(=O)O)CC1 the results were Nrf2 block -7.4%, Nrf2 ARE act -1.0%, HepG2 viability 3.0%, TGFb inhibitor -12.1%, EPAC2 ag 9.7%, ATXN viability inconclusive, ATXN2 expr inh 0.2%, IL2 activator 4.2 and A549 viability 3.0%.
CN(C)C1=NC[C@H](Cc2ccccc2)N1CCCCc1ccccc1 was read as Nrf2 block -0.5%, Nrf2 ARE act -1.7%, HepG2 viability -23.2%, TGFb inhibitor 1.5%, EPAC2 ag 1.9%, ATXN viability inconclusive, ATXN2 expr inh -12.5%, IL2 activator -4.1 and A549 viability 11.8%.
Screening COc1cc2ncc3c(-c4ccccc4)nn(CC(=O)NC4CCCCC4)c3c2cc1OC returned Nrf2 block inconclusive, Nrf2 ARE act 0.3%, HepG2 viability -17.6%, TGFb inhibitor -26.3%, ATXN viability inactive, ATXN2 expr inh 9.6% and A549 viability -0.2%.
Screening Cc1ccc(N2CC(C(=O)OCC(=O)C(C)(C)C)CC2=O)cc1C (centres undefined) returned Nrf2 block 17.4%, Nrf2 ARE act 0.2%, HepG2 viability -2.1%, TGFb inhibitor inconclusive, EPAC2 ag 2.8%, ATXN viability inactive, ATXN2 expr inh -4.2%, IL2 activator -2.6 and A549 viability -8.3%.
`CC(=O)c1ccc(OCCOc2ccc([N+](=O)[O-])cc2)cc1` gave Nrf2 block 8.6%, Nrf2 ARE act 0.1%, HepG2 viability -4.9%, TGFb inhibitor -6.4%, EPAC2 ag 10.1%, ATXN viability inactive, ATXN2 expr inh 5.0%, IL2 activator -1.3 and A549 viability 2.3%.
`Cc1ccc(C(C#N)c2ccc(Cl)nn2)cc1` (centres undefined) gave Nrf2 block 1.5%, Nrf2 ARE act 4.5%, HepG2 viability 19.1%, TGFb inhibitor 19.1%, EPAC2 ag 7.4%, ATXN viability inactive, ATXN2 expr inh -21.9%, IL2 activator -0.3 and A549 viability 3.9%.

From PubChem
